Source: PubChem (Sanford-Burnham Center for Chemical Genomics)
Apaf1 inhib: inhibitors of human Apaf-1 apoptosome; O14727; reconstituted apoptosome caspase-3 activity, DEVD-Rh110 fluorescence; inhibition, % at 20 µM; 330,000 compounds, 0.71% hits; AID 489030; active = inhibition of at least 40% at 20 µM;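 also: plate controls were DMSO wells for no effect and DEVD-CHO caspase inhibitor wells for full effect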
Target sequence (O14727 whole entry, looked up): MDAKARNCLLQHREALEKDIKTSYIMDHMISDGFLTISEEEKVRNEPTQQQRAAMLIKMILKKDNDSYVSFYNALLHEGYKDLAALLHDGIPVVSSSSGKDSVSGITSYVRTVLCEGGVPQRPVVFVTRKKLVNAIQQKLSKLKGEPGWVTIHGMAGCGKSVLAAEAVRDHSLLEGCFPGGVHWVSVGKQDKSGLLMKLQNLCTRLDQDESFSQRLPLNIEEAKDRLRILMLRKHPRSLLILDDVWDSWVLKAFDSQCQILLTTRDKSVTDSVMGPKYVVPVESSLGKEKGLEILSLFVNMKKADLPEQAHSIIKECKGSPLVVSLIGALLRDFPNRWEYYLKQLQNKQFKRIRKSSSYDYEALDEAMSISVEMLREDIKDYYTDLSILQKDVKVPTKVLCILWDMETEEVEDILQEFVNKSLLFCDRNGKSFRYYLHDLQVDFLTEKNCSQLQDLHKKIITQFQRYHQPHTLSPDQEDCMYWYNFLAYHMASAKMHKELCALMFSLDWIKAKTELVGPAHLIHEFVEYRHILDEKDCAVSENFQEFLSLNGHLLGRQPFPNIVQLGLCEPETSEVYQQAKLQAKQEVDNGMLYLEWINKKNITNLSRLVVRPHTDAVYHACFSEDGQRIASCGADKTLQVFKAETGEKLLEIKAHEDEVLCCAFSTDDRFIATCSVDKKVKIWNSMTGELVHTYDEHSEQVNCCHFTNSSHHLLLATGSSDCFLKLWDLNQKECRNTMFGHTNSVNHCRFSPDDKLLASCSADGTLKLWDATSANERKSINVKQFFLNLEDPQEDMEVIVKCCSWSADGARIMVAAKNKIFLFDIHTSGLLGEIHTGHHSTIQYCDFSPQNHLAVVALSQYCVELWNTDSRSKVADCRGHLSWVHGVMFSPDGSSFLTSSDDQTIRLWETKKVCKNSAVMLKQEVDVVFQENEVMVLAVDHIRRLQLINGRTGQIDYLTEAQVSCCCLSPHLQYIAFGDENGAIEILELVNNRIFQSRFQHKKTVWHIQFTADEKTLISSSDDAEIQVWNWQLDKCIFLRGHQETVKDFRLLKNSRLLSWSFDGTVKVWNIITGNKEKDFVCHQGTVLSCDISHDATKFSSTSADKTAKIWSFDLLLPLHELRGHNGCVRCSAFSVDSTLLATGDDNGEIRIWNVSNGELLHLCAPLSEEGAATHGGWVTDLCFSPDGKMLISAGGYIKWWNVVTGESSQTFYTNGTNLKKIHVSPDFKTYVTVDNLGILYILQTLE
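Material: reconstituted apoptosome with Apaf-1, cytochrome c, caspase-9, procaspase-3, dATP. Technique: Rh110 fluorescence intensity. Buffer or medium: pH 7.5 Hepes buffer with CHAPS, BSA, DTT. Times: 30 min plus 50 min, RT.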
APOBEC3G inh: blocks human APOBEC3G single-stranded DNA deamination; Q9HC16; recombinant A3G, ssDNA deamination FAM/TAMRA fluorescence; inhibition, % at 20 µM; 330,000 compounds, 0.28% hits;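 active = inhibition of at least 40% at 20 µM, with no more than 30% in the related APOBEC3A deaminase screen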;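 also: plate controls were DMSO wells with A3G for no effect and wells lacking A3G enzyme for full effect; some compounds called inactive have numbers as strong as hits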
SENP7 inh: inhibitors of human SENP7 protease; Q9BQF6; inhibition, % at 5 µM; recombinant SENP7, Z-RLRGG-aminoluciferin luminescence, 40 min; 330,000 compounds, 1.5% hits;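 active = inhibition above about 50% at the single test dose, limit read from the data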;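 also: plate controls were DMSO with enzyme for no effect and no enzyme buffer wells for full effect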
UBC13 inh: inhibitors of human UBC13 polyubiquitin chain formation; TR-FRET; inhibition, % at 20 µM; 330,000 compounds, 0.47% hits; AID 485273; in the data active = inhibition above about 45%, passing the limit was not always enough
SENP8 block-1: inhibitors of human SENP8 protease; Q96LD8; recombinant SENP8, Nedd8 substrate fluorescence; inhibition, % at 20 µM; 360,000 compounds, 0.64% hits; AID 602440; in the data active = inhibition mostly above about 40%, no sharp cut-off; inactive = mostly below about 27%
SENP6 block: inhibitors of human SENP6 protease | Q9GZR1 | Recombinant SENP6 catalytic domain, aminoluciferin luminescence | inhibition, % at 10 µM | 330,000 compounds, 1.8% hits;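 active = inhibition above about 50% at the single tested dose, limit read from the data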;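 also: plate controls were DMSO wells with enzyme for no effect and DMSO wells lacking enzyme for full effect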
SENP1 FRET inh: SENP1 (human) catalytic domain inhibition; inhibition, % at 10 µM; recombinant SENP1 catalytic domain, CyPet-SUMO1-YPet FRET cleavage; Q9P0U3; AID 624204; 360,000 compounds, 0.21% hits;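 active = inhibition at least 30% at 10 µM, raw YFP signal under a set limit, fluorescence ratio 0.5 to 1.5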;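 also: 0% = enzyme with DMSO and 100% = no enzyme wells; some results filed as inactive read as strong as hits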
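Material: hSENP1 catalytic domain, recombinant; medium: Tris pH 8 with BME, BSA, NP40 and catalase; compound: single concentration of 10 µM compound, 0.5% DMSO final; technique: FRET read of cyan and yellow fluorescence; timing: 50 min enzyme reaction, room temperature, light-protected; reagent: SFCypet-SUMO1-SFYpet substrate at 25 nM; control set: no-enzyme low, enzyme-DMSO high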
SENP8 block-2: inhibitors of human SENP8 protease. AID 2540. inhibition, % at 10 µM. 330,000 compounds, 1.2% hits. purified SENP8, Z-RLRGG-aminoluciferin cleavage, luminescence. Q96LD8; in the data active = inhibition above about 50%
* = called active by the depositor; . = not tested or not shown.

SMILES	Apaf1 inhib	APOBEC3G inh	SENP7 inh	UBC13 inh	SENP8 block-1	SENP6 block	SENP1 FRET inh	SENP8 block-2
Cc1cccc(Oc2ccc(NC(=O)C3=CC=CN4CCS(=O)(=O)N=C34)cc2)c1	2	-11	-10	20	-9	-7	-2	3
CCN1CCN(c2ccc(S(=O)(=O)N3CCCCC3)cc2NC(=O)c2cccc(C)c2[N+](=O)[O-])CC1	12	-7	9	3	5	-11	-1	-2
CCN(CC)CCn1c2c(c(SCC(=O)Nc3ccccc3Cl)nc1=O)CCCC2	-5	-5	5	-1	8	2	1	-4
Cc1ccc(OCCSc2nc3ncnc(N)c3[nH]2)cc1	-5	-2	11	12	1	-14	1	5
CCCCN(C(=O)c1cccs1)C1CCS(=O)(=O)C1 (stereo not drawn)	7	-8	-3	1	1	-2	1	0
O=C(CN(C1CCCCC1)S(=O)(=O)c1ccc(Cl)cc1)NCCCO	1	1	1	4	21	7	-2	-4
CN(C)c1ccc(C(=O)NCc2ccc3c(c2)CCO3)cc1	-12	-9	3	-5	-1	-26	-1	2
Cc1ccc(CCNC(=O)C2CCCN(C(=O)N(C)C)C2)cc1 (stereo not drawn)	-18	-7	0	9	0	-8	1	4
CN1CCN(C(=O)C2=C[C@@H](c3ccccc3)C[C@@H](OCCCCO)O2)CC1	9	-9	-2	-5	10	-14	-3	-18
COc1cc2c(cc1OC)CC(=O)N(C)CC2	-10	-4	2	9	16	-6	0	1
COc1cccc(SCC2CSc3nc4ccccc4c(=O)n32)c1 (stereo not drawn)	-10	-4	3	-6	7	-2	0	-1
COc1cccc(/C=N/Nc2nn3cnnc3c3ccccc23)c1O	14	-12	3	-2	14	1	55*	2
COc1cccc(CNC(=O)C2CCN(C(=O)N3CC(C)Oc4ccccc43)CC2)c1 (stereo not drawn)	-2	-6	0	-1	10	7	1	11
COC(=O)c1ccc(C(=O)OC)c(NC(=O)CN2CCC(C)CC2)c1	6	-7	3	16	-6	0	1	-2
COC(=O)CCSc1cc([N+](=O)[O-])cc2c1c(C1OCCO1)nn2-c1ccccc1	24	0	-4	-4	24	8	-9	-3
C=CCNc1nc(Cl)nc(Nc2ccc([N+](=O)[O-])cc2)n1	-26	-5	-1	-2	23	-23	2	-3
Cc1onc(-c2c(F)cccc2Cl)c1C(=O)NC(=S)NC1CCSC1=O (stereo not drawn)	17	-5	-7	-12	11	7	3	-4
COc1ccc(/C=C/C(=O)N2CCCc3ccccc32)c(OC)c1	20	1	-1	1	26	-27	1	-4
CC(=O)c1ccc(Nc2nc3ccc(C)cc3n3cnnc23)cc1	0	-4	3	6	-297	-12	-30	5
CN(C)S(=O)(=O)c1cccc(C(=O)Nc2ccccc2)c1	2	-7	-2	6	9	12	-2	-9
CN(C)C(=O)c1ccc(NC(=O)COc2ccc([N+](=O)[O-])cc2)cc1	-12	-5	-1	4	10	6	-1	2
CCOc1ccc(NC(=S)N(CC)Cc2ccccc2)cc1	-4	-7	-2	2	.	3	.	-2
COC(=O)CS(=O)(=O)c1cccc2cccnc12	-8	-9	-9	-25	-4	-3	0	-11
O=C(/C=C/Nc1ccc(F)cc1)c1ccc(Oc2ncccn2)cc1	-28	-4	-15	-5	-289	-16	-40	-1
Cn1nccc1C(=O)OCC(=O)Nc1ccccc1Cl	0	-6	-2	8	17	2	0	-4
O=c1[nH]c(-c2cccnc2)nc2sc(-c3ccccc3)cc12	0	-3	39	28	-400	33	-42	43
Cc1cc(C)c(OCCCCN(C)Cc2ccccc2)c(C)c1	9	-7	2	5	9	-5	-2	-4
COc1ccc(C(=O)N2CCC(c3ccccc3)CC2)c(OC)c1OC	7	-5	-11	-11	1	4	0	-4
COc1ccc2c(c1)OC(O)(C(F)(F)C(F)F)CC2=O (stereo not drawn)	-13	-8	6	-10	-21	-5	2	-8
COc1ccc(OCC(=O)Nc2ccccc2OC(F)F)cc1	4	-4	4	8	9	-7	1	-1
CC/C(O)=C1\C(=O)CC(C)(C)CC1=Nc1ccccc1C	16	0	0	-5	12	5	1	0
Cc1cc2ncn(S(=O)(=O)N(C)C)c2cc1C	-15	-7	1	3	11	2	3	3

Ordered by SMILES length (largest number first): 3 of the compounds above
SMILES	Apaf1 inhib	APOBEC3G inh	SENP7 inh	UBC13 inh	SENP8 block-1	SENP6 block	SENP1 FRET inh	SENP8 block-2
COc1ccc(C(=O)N2CCC(c3ccccc3)CC2)c(OC)c1OC	7	-5	-11	-11	1	4	0	-4
Cc1cc(C)c(OCCCCN(C)Cc2ccccc2)c(C)c1	9	-7	2	5	9	-5	-2	-4
CCOc1ccc(NC(=S)N(CC)Cc2ccccc2)cc1	-4	-7	-2	2	.	3	.	-2

In the list so far, 13 contain nitrogen in an aromatic ring:
SMILES	Apaf1 inhib	APOBEC3G inh	SENP7 inh	UBC13 inh	SENP8 block-1	SENP6 block	SENP1 FRET inh	SENP8 block-2
CCN(CC)CCn1c2c(c(SCC(=O)Nc3ccccc3Cl)nc1=O)CCCC2	-5	-5	5	-1	8	2	1	-4
Cc1ccc(OCCSc2nc3ncnc(N)c3[nH]2)cc1	-5	-2	11	12	1	-14	1	5
COc1cccc(SCC2CSc3nc4ccccc4c(=O)n32)c1 (stereo not drawn)	-10	-4	3	-6	7	-2	0	-1
COc1cccc(/C=N/Nc2nn3cnnc3c3ccccc23)c1O	14	-12	3	-2	14	1	55*	2
COC(=O)CCSc1cc([N+](=O)[O-])cc2c1c(C1OCCO1)nn2-c1ccccc1	24	0	-4	-4	24	8	-9	-3
C=CCNc1nc(Cl)nc(Nc2ccc([N+](=O)[O-])cc2)n1	-26	-5	-1	-2	23	-23	2	-3
Cc1onc(-c2c(F)cccc2Cl)c1C(=O)NC(=S)NC1CCSC1=O (stereo not drawn)	17	-5	-7	-12	11	7	3	-4
CC(=O)c1ccc(Nc2nc3ccc(C)cc3n3cnnc23)cc1	0	-4	3	6	-297	-12	-30	5
COC(=O)CS(=O)(=O)c1cccc2cccnc12	-8	-9	-9	-25	-4	-3	0	-11
O=C(/C=C/Nc1ccc(F)cc1)c1ccc(Oc2ncccn2)cc1	-28	-4	-15	-5	-289	-16	-40	-1
Cn1nccc1C(=O)OCC(=O)Nc1ccccc1Cl	0	-6	-2	8	17	2	0	-4
O=c1[nH]c(-c2cccnc2)nc2sc(-c3ccccc3)cc12	0	-3	39	28	-400	33	-42	43
Cc1cc2ncn(S(=O)(=O)N(C)C)c2cc1C	-15	-7	1	3	11	2	3	3

Outcome played no part in choosing rows; 3.6% or so of the library scored in one or more.
